Bioassay records (PubChem)
mouse EphA4 binding – EphA4 ligand-binding antagonists – biochemical, colorimetric, mouse EphA4, primary screen (AID 689) | hit rate 0.1% among 62,000 | EphA4-AP binding to KYL peptide, pNPP A405; higher % means a stronger effect | one-dose inhibition, % at 10 µM; IC50 in µM for titrated hits; in the data active = a potency from the dose series; inactive = the rest, 99 in 100 with inhibition below about 22%
Numbers without * were called inactive.

| mouse EphA4 binding | SMILES |
| --- | --- |
| -15% | O=S(=O)(N/N=C\c1ccc2c(c1)OCO2)c1ccc(Cl)cc1 |
| -6% | CCOC(=O)C1=C(C)N(CCO)C(=O)NC1c1ccccc1 (stereo not drawn) |
| -1% | Cc1cccn2cc(CNC(=O)c3ccco3)nc12 |
| -9% | C=CCON1C(=O)c2ccccc2C1=O |
| -3% | CC1CC(N(C(=O)c2ccccc2Cl)c2ccccc2)c2ccccc2N1 (stereo not drawn) |
| 9% | O=[N+]([O-])c1ccc(Cl)c(S(=O)(=O)Nc2cc(Cl)ccc2Cl)c1 |
| -18% | CCC(C)(C)NC(=O)C(c1cccnc1)N(CCOC)C(=O)Cn1nnc2ccccc21 (stereo not drawn) |
| -1% | COCCNC(=O)CC(NS(=O)(=O)c1ccc(C)cc1)c1ccco1 (stereo not drawn) |
| 0% | O=S(=O)(c1ccc2c(c1)OCCO2)N1CCC(n2cnc3cc(F)ccc32)CC1 |
| -12% | O=S(=O)(NC1CC1)c1ccc(S(=O)(=O)N2CCc3ccccc32)cc1 |
| -6% | COc1ccc(/C=N\NC(=O)c2sc(N)nc2C)cc1OC |
| -7% | CCCOC(=O)Nc1sc2c(c1C(=O)OCC)CCC2 |
| -12% | CCOC(=O)c1cnc(-n2cc(C)cn2)nc1Nc1ccccc1OCC |
| 10% | COC(=O)c1c(C)oc2ccc(OCc3ccc(Cl)cc3)cc12 |
| 1% | COc1cc(NC2c3ccccc3C(=O)N2c2cc(C)ccn2)cc(OC)c1OC (stereo not drawn) |
| -8% | COc1ccc(OC)c(C2N(c3ccccn3)C(=O)C3CCCN32)c1 (stereo not drawn) |
| -1% | CC(NC(=O)c1ccccc1Cl)c1ccccc1 (stereo not drawn) |
| -14% | COc1ccc(NC(=O)C(CC(C)C)NC(=O)c2ccccc2C)cn1 (stereo not drawn) |
| -10% | COc1ccc(/C=C2/SC(=O)N(CC(=O)Nc3cc(C)on3)C2=O)cc1OC |
| 7% | CC(=O)COC(=O)CCc1nc2ccccc2[nH]c1=O |
| -19% | CCOC(=O)c1[nH]c(C)c(/C(O)=C2\C(=O)C(=O)N(CCN(C)C)C2c2ccc(C)o2)c1C (stereo not drawn) |
| -20% | CSCC[C@H](NC(=O)NCc1ccccc1F)C(=O)O |
| -1% | COc1cc(S(=O)(=O)N(Cc2ccc(C)cc2)C2CCCCC2)ccc1-n1cnnn1 |
| -9% | CC(C)(C)NS(=O)(=O)c1cnc(Cl)c(Cl)c1 |
| -10% | CCOC(=O)C1=C(N)Oc2cc(C)oc(=O)c2C1c1cccnc1 (stereo not drawn) |
| 2% | CCOC(=O)c1sc2nc(CC(=O)OC)nc(NCC(=O)OC)c2c1C |
| -11% | Cc1ccc(NC(=O)CCC(=O)OCC(=O)c2ccc(Oc3ccc([N+](=O)[O-])cc3)cc2)cc1C |
| -12% | O=C(COc1ccccc1[N+](=O)[O-])Nc1ccc2oc(-c3ccc(Cl)cc3)nc2c1 |
| -2% | COc1ccccc1/C=C1\C(=O)Nc2ccccc21 |
| -2% | CC(NC(=O)c1cccnc1)C(c1cccs1)N1CCN(C)CC1 (stereo not drawn) |
| 4% | COc1cc(/C=N\NC(=O)c2sc(N)nc2C)cc(OC)c1OC |
| -3% | CC(OC(=O)c1cccs1)C(=O)NCc1ccco1 (stereo not drawn) |
| 3% | Cc1nnc(NC(=O)CSc2cn(Cc3ccccc3)c3ccccc23)s1 |
| -5% | Cc1nc2ccccc2n1CCOc1ccc(Cl)cc1 |
| -6% | O=C(c1ccc(F)cc1)c1cn[nH]c1-c1ccccc1O |
| 0% | Cc1ccc(S(=O)(=O)n2nc(OC(=O)c3c(-c4ccccc4Cl)noc3C)cc2N)cc1 |
| -5% | O=C(c1ccc(-c2ccccc2)cc1)N1CCN(C(=O)c2ccco2)CC1 |
| -8% | COC(=O)Cn1cc(/C=N/NC(=O)c2ccc(C#N)cc2F)c2ccccc21 |
| -7% | Cn1c(C(=O)NCCN2CCOCC2)cc2sccc21 |
| -6% | C=CCc1ccccc1OCC(O)CN1CCN(c2ccc(C)cc2)CC1 (stereo not drawn) |
| 0% | CCCC(=O)Nc1ccc(C(=O)/C=C/c2ccc(SC)cc2)cc1 |
| 2% | COc1ccccc1CNC(=O)CN(c1ccc(C)cc1)S(=O)(=O)c1c(C)n[nH]c1C |
| -6% | CCOc1ccc(-n2c(SCC(=O)Nc3ccc4c(c3)OCO4)nc3ccccc3c2=O)cc1 |
| -3% | CCCCNC(=S)NC(=O)c1ccc(Cl)cc1Cl |
| 6% | Cc1ccc(OCC(=O)NCCN2CCOCC2)cc1C |
| 3% | COc1ccc(NC(=O)CSc2nc(O)c(Cc3ccccc3)c(=O)[nH]2)cc1 |
| 0% | CN(C)c1ccc(P(=O)(c2ccc(N(C)C)cc2)c2ccc(N(C)C)cc2)cc1 |
| 2% | Cc1cc(C)n2ncc(C(=O)NCc3ccccc3)c2n1 |

The list goes on; the last four above are carried over.
| mouse EphA4 binding | SMILES |
| --- | --- |
| 6% | Cc1ccc(OCC(=O)NCCN2CCOCC2)cc1C |
| 3% | COc1ccc(NC(=O)CSc2nc(O)c(Cc3ccccc3)c(=O)[nH]2)cc1 |
| 0% | CN(C)c1ccc(P(=O)(c2ccc(N(C)C)cc2)c2ccc(N(C)C)cc2)cc1 |
| 2% | Cc1cc(C)n2ncc(C(=O)NCc3ccccc3)c2n1 |
| -19% | Cc1cc(C)c(OCC(=O)Nc2ccc(F)cc2)c(C)c1 |
| -11% | O=C1c2ccccc2C(=O)N1CN1CCN(Cc2ccccc2)CC1 |
| -11% | CCOC(=O)N1CCN(Cc2nc3c(c(=O)n(C)c(=O)n3C)n2Cc2ccccc2C)CC1 |
| -2% | N#Cc1c(C(F)(F)F)cc(-c2ccccc2)nc1SCC(=O)Nc1sc2c(c1C#N)CCC2 |
| 22% | Cc1ccc(C)c(SCC(=O)OCC(=O)c2ccco2)c1 |
| -6% | CC(C)C(=O)Nc1sc2c(c1-c1nc3ccccc3[nH]1)CCCC2 |
| -10% | Cc1cccc(-n2ccnc2SCC(=O)Nc2nccs2)c1C |
| -3% | Cc1cc(C(=O)Cn2nnc3ccccc3c2=O)c(C)n1Cc1cccs1 |
| 2% | CCOc1ccccc1C(=O)N1CCN=C1SCc1cccnc1 |
| 29% | CCc1cc(=O)oc2cc(OCC(=O)N3CCCc4ccccc43)ccc12 |
| -10% | CC1CCCN(S(=O)(=O)c2cccc(-c3cn4cccnc4n3)c2)C1 (stereo not drawn) |
| -5% | O=C(Oc1ccc(-c2nc3ccccc3[nH]2)cc1)c1ccc(Cl)cc1 |
| 2% | COc1nccnc1NS(=O)(=O)c1ccc(N=Cc2c(C)[nH]n(-c3ccc(C)c(C)c3)c2=O)cc1 |
| 0% | COc1cc(/C=c2\sc3nc4ccccc4n3c2=O)cc(I)c1OCCOc1cccc(C)c1 |
| -2% | Cc1cc(N2C(=O)C(=O)/C(=C(/O)c3ccc(F)cc3)C2c2cccc(Br)c2)no1 (stereo not drawn) |
| -1% | CCN(CC(=O)Nc1ccccc1Br)Cc1nc2ccccc2c(=O)[nH]1 |
| -13% | CC(c1nnc(Sc2nnnn2-c2ccccc2)n1-c1ccc(F)cc1)N(C)C (stereo not drawn) |
| 8% | COCCCN1C(=O)c2ccc3c4c(ccc(c24)C1=O)CC3 |
| -1% | COc1ccc(C(=O)c2ccc(OC)c(OC)c2)cc1 |
| -17% | O=C(c1ccco1)c1cc2c(ccc3ccccc32)oc1=O |
| 9% | COC(=O)c1ccc2nc(C(F)(F)F)[nH]c2c1 |
| -8% | COc1ccc(NC(=O)CSc2nnc(-c3cccs3)n2C)cc1OC |
| -1% | Cc1cc(NC(=O)C2CCCCC2)nc2c1c(=O)oc1ccccc12 |
| 2% | CS(=O)(=O)N1CCN(c2ccc([N+](=O)[O-])c(N3CCOCC3)c2)CC1 |

Three entries picked at random from those above, as already listed:
| mouse EphA4 binding | SMILES |
| --- | --- |
| -8% | COc1ccc(NC(=O)CSc2nnc(-c3cccs3)n2C)cc1OC |
| -1% | COc1ccc(C(=O)c2ccc(OC)c(OC)c2)cc1 |
| 0% | COc1cc(/C=c2\sc3nc4ccccc4n3c2=O)cc(I)c1OCCOc1cccc(C)c1 |

Further records follow.
| mouse EphA4 binding | SMILES |
| --- | --- |
| -4% | CC1=CC(=O)C=CC1(C)C(Cl)Cl (stereo not drawn) |
| -9% | O=C(NCc1ccco1)C1CCCCN1S(=O)(=O)c1ccc(F)cc1 (stereo not drawn) |
| -2% | COc1ccc(OCC(=O)Nc2ccc(NC(=O)c3ccccc3)cc2)cc1 |
| -7% | COC(=O)c1sc2ncccc2c1OCc1ccccc1Cl |
| -11% | COc1ccc(NC(=O)CSc2nccn2-c2cccc(OC)c2)cc1 |
| -2% | C=CC(=C)CC(NC)c1ccccc1 (stereo not drawn) |
| 2% | CCOC(=O)c1nc(S(C)(=O)=O)ncc1N1CCOCC1 |
| 4% | COc1cc(S(=O)(=O)N2CCN(C(=O)c3ccccc3F)CC2)c(OC)cc1NC(C)=O |
| -5% | C=CCOC(=O)C1=C(C)NC(C)=C(C(=O)OCC=C)C1c1ccc(O)cc1 |
| -10% | Cc1c(CCNC(=O)Nc2ccccc2)c2ccccc2n1Cc1ccccc1 |
| -3% | Cc1nc(CS(=O)(=O)c2ccc(Cl)cc2)cc(N2CCOCC2)n1 |
| 2% | CCOC(=O)c1c(C)[nH]c(C)c1C(=O)CSc1nnc(-c2ccncc2)n1Cc1ccccc1 |
| 2% | N/C(COc1ccc(C(=O)O)cc1)=N\O |
| -6% | COC(=O)CSC(C(=O)Nc1ccc(C)c(C)c1)c1ccccc1 (stereo not drawn) |
| -1% | O=C(Nc1ccncc1)c1ccc(C(=O)Nc2ccncc2)cc1 |
| -3% | Cc1nccn1-c1ncnc2sc3c(c12)CCCC3 |
| -4% | O=C1c2ccccc2C(=O)N1CC1c2ccccc2CCN1S(=O)(=O)c1ccccc1 (stereo not drawn) |
| -8% | COc1ccc([N+](=O)[O-])cc1NC(=O)CSc1ccccc1 |
| -9% | Cc1cc(C)n(S(=O)(=O)c2cc(Cl)ccc2Cl)n1 |
| -3% | CC(=O)c1c(C)nn(C(=O)c2cccs2)c1C |
| 5% | CCN(CC)c1ccc(-c2nc3cnccn3c2NC2CCCC2)cc1 |
| -21% | Cc1cc(C)c(C#N)c(N2CCCC(C(N)=O)C2)n1 (stereo not drawn) |
| -10% | CCn1c(SCC(=O)Nc2ccc3c(c2)OCCO3)nnc1-c1ccccn1 |
| 15% | Cc1ccc2oc(-c3ccc(C)c(NC(=O)Cc4cccs4)c3)nc2c1 |
| -12% | COc1ccccc1NC(=O)C(=O)NCCc1ccccc1 |
| -27% | CSc1nc(C)c(CCOC(=O)c2ccccc2)c(=O)[nH]1 |
| 0% | Cc1cc(OCCCCN2C(=O)NC(C)(C)C2=O)cc(C)c1Cl |
| -3% | COCCn1cc(C(=O)N2CCCC(C)C2)c2c3ccccc3n(C)c2c1=O (stereo not drawn) |
| -6% | Cc1ccc(S(=O)(=O)NCCNC(=O)Nc2cccnc2)cc1 |
| -4% | O=C(Cn1nc(Cc2cccnc2)c2ccccc2c1=O)NCCCN1CCCC1=O |
| 9% | O=C(c1ccc2c(c1)OCO2)N1CCc2ccccc2C1 |
| -17% | CCCCCCCOc1ccc(OC(=O)c2ccncc2)cc1 |
| 4% | O=C(c1cc(C2CC2)on1)N1CCN(c2ccccc2)CC1 |
| -3% | O=C(NNC(=O)c1cccnc1)Nc1ccccc1 |
| 8% | Cc1ccc(-n2nc3c4c(cccc4c2=O)-c2ccccc2-3)cc1 |
| -9% | CC(C)C(=O)N(c1ccc2oc(=O)sc2c1)S(=O)(=O)c1cccs1 |

Arranged by number of heavy atoms (ascending): 4 of the compounds above.
| mouse EphA4 binding | SMILES |
| --- | --- |
| -9% | C=CCON1C(=O)c2ccccc2C1=O |
| -12% | O=S(=O)(NC1CC1)c1ccc(S(=O)(=O)N2CCc3ccccc32)cc1 |
| -8% | COC(=O)Cn1cc(/C=N/NC(=O)c2ccc(C#N)cc2F)c2ccccc21 |
| -12% | O=C(COc1ccccc1[N+](=O)[O-])Nc1ccc2oc(-c3ccc(Cl)cc3)nc2c1 |

Next section
| mouse EphA4 binding | SMILES |
| --- | --- |
| 2% | CN(C)S(=O)(=O)c1ccc2c(c1)c(=O)c(C(=O)N1CCOCC1)cn2C |
| -7% | COc1ccc(-c2nnn(Cc3nc(N)nc(N4CCOCC4)n3)n2)cc1OC |
| -4% | CCOC(=O)c1ccc(N2C(=O)CC(Sc3nnc(C)s3)C2=O)cc1 (stereo not drawn) |
| -35% | Nc1cc2c(cc1C(=O)c1ccc(Cl)cc1)OCCO2 |
| -4% | COc1cccc(C2C(=O)N(C3CCCCC3)CC(=O)N2Cc2ccc(F)cc2)c1 (stereo not drawn) |
| -9% | O=c1c2cnn(-c3ccc(F)cc3)c2ncn1Cc1ccccn1 |
| 1% | COc1cccc(C(=O)N(Cc2cc3cc(C)ccc3[nH]c2=O)CC2CCCO2)c1 (stereo not drawn) |
| 0% | O=C1NC(=O)N(c2ccc(Cl)cc2)C(=O)/C1=C\c1cccc(O)c1 |
| 8% | COc1cc(NS(=O)(=O)c2ccc(NC(=S)NC(=O)C(C)(C)C)cc2)nc(OC)n1 |
| -10% | CC(=O)N1CCN(c2ccc(NC(=O)COc3ccc(Cl)cc3Cl)cc2)CC1 |
| 24% | CC(=O)C1=C(C)NC(SCC(=O)c2ccc(Cl)c(Cl)c2)=C(C#N)C1c1ccco1 (stereo not drawn) |
| -10% | Cc1c(C)[n+](=O)c2c(n1[O-])CCC2 |
| -2% | COc1ccccc1NC(=S)N(CCc1nc2cc(C)c(C)cc2[nH]1)Cc1cccnc1 |
| -8% | Cc1cc(NC(=O)c2ccccc2F)n(-c2nc3ccccc3[nH]2)n1 |
| -9% | CCOC(=O)C1CCN(C(=O)CCNC(=O)c2cc(OC)c(OC)c(OC)c2)CC1 |
| -6% | Cc1cc(C(=O)CSc2nnnn2C)c(C)n1CCc1ccc(F)cc1 |
| 3% | O=C(NCc1ccc(OC(F)(F)F)cc1)C1CC(c2c(Cl)cccc2Cl)=NO1 (stereo not drawn) |
| -8% | CCOc1ccc(C2C(C#N)=C(N)Oc3n[nH]c(C)c32)cc1OC(=O)C1CC1 (stereo not drawn) |
| -5% | CCc1ccc(NC(=O)C2CCN(S(=O)(=O)c3c(C)[nH]c(=O)[nH]c3=O)CC2)cc1 |
| -6% | COC(=O)c1ccccc1NC(=O)CSc1nc2c(c(=O)n(C)c(=O)n2C)n1C |

An excerpt; rates above refer to the full screens.
